Bioassay records from PubChem BioAssay.
AT treatment: qHTS Assay for Identifying a Potential Treatment of Ataxia-Telangiectasia. hit rate 0.19% among 320,000. Potency, µM (titrated, usually from 57.5 µM), for the others: at the top dose activation, actives largely listed as activators. […] A-T fibroblasts, KAP-1 phosphorylation AlphaLISA; neocarzinostatin DNA damage 30 min before lysis. AID 485349, 2010; note: potency is the fitted concentration of half-maximal effect; % of control where 0% means no effect; nearly all actives have a fitted effect of over 45% in size
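hTERT-immortalized A-T patient fibroblasts ([…]), 500 cells/well in OPTI-MEM, 1% FBS, got compounds for 60 min, then NCS for 30 min at 37C. Lysates were then assayed for phospho-KAP-1 by AlphaLISA (anti-pKAP1 donor, anti-KAP1 acceptor beads), 6 hr at 25C.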
Integrin act MD: qHTS for Activators of Integrin-Mediated Alleviation for Muscular Dystrophy; alpha7betagal myoblasts, beta-gal FDG fluorescence, 48 h; Potency, µM (titrated, usually from 38.3 µM), without a hit: at the highest dose activation, hits mostly activators; hit rate 0.064% among 350,000; AID 624291, 2012;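 note: potency is the fitted concentration of half-maximal effect; 100% = response of the positive control SU9516; nearly all actives have a fitted effect of over 60% in size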
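Alpha7betagal+/- myoblasts (passage 13) were plated 16-24 hr, then exposed to compounds (1:260 dilution of DMSO stock) for 48 hours at 37C. After MPER lysis, β-galactosidase reporter activity was read as FDG fluorescence (ex 480/em 540) after 30 minutes.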
FBPA coupling cs: qHTS Assay for Inhibitors of Fructose-1,6-bisphosphate Aldolase from Giardia Lamblia: Coupling assay counterscreen; coupling enzyme system counterscreen, AmpLite Red fluorescence; activity change, negative = inhibition, % at 58.2 µM, hits read low; hit rate 0.67% among 290,000; AID 2472, 2010; in the data active = activity change below about -30%; note: % is set by controls: 0 for no effect and ±100 for the full control effect
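Counterscreen of the coupled detection system alone, without aldolase: glyceraldehyde-3-phosphate coupling enzymes plus AmpLite Red readout. Compounds at 57.5 uM final, 10 min RT preincubation, 20 min RT reaction, fluorescence 525/598 nm.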
CXXC DNA block: qHTS Fluorescence Polarization Assay for Inhibitors of MLL CXXC domain - DNA interaction | Histone-lysine N-methyltransferase 2A (Homo sapiens), Q03164 | MLL-CXXC / FITC-HOXA9 DNA fluorescence polarization | Potency, µM (titrated, usually from 115 µM), for inactives: at the top dose activity change, negative = inhibition, most hits filed as inhibitors | hit rate 0.037% among 290,000; active = well fitted inhibition curve with a large enough effect in the polarisation, with a control signal flat, not every such curve was filed as active; inconclusive = small, poorly fitted or top-dose-only effect, or effect the other way, or a change in a side signal; inactive = no such curve, though single readings can be large or run the other way; the % refers to the polarisation; note: potency is the fitted concentration of half-maximal effect
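Steps: dispense CXXC domain solution (7 uM) → pin compounds or unlabeled HOX-A9 DNA control → 5 min ambient → add FLSN-HOX-A9 solution (50 nM) → spin → 30 min ambient → fluorescence polarization. Tris pH 7.5/NaCl/DTT/BSA buffer.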
KCNH2 WT inh: qHTS for Inhibitors of KCHN2 3.1: Wildtype qHTS; hit rate 0.37% among 340,000; activity change, % at 1.84 µM; Voltage-gated inwardly rectifying potassium channel KCNH2 (Homo sapiens), Q12809; U2OS, BacMam KCNH2, thallium flux FluxOr; stronger effect = lower value;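 active = maximum activity change below -70%; inconclusive = maximum activity change between -70% and -50%; inactive = maximum activity change above -50%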; note: % is set by controls: 0 for no effect and ±100 for the full control effect
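U2OS cells transduced with wild-type KCNH2 virus are loaded with FluxOr dye for 45 min, and thallium flux is measured in kinetic reads before and after stimulation buffer. Rate constants are normalized to DMSO controls.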
KCNH2 3.1 block: qHTS for Inhibitors of KCHN2 3.1: Mutant qHTS; AID 720553, 2013; activity change, % (tested at about 1.8 µM); U2OS KCNH2 3.1, thallium flux FluxOr; stronger effect = lower value; hit rate 0.95% among 340,000; Potassium voltage-gated channel subfamily H member 2, brain isoform KCNH2 3.1 (human);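 active = maximum activity change below -70%; inconclusive = maximum activity change from -70% to -50%; inactive = maximum activity change above -50%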;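 note: thallium influx rate constant from kinetic fluorescence after stimulation buffer; % is set by controls: 0 for no effect and ±100 for the full control effect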
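Kinetic fluorescence (2 min after stimulation buffer) measures Tl+ influx through KCNH2 3.1 expressed by viral transduction in U2OS cells; the rate constant is normalized against DMSO controls serving as positive and negative references.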
MBNL1 CUG block: qHTS Assay for Inhibitors of MBNL1-poly(CUG) RNA binding; TR-FRET MBNL1-His/biotin-(CUG)12 binding, 665/545 ratio; Potency, µM (series often up to 57.5 µM), without a hit: at the top dose activity change, negative = inhibition, hits mostly inhibitors; hit rate 0.036% among 280,000; AID 2675, 2010; active = well fitted inhibition curve with a large enough effect in the signal ratio, with a control signal flat, not every such curve was filed as active; inconclusive = small, poorly fitted or top-dose-only effect, or effect the other way, or a change in a side signal; inactive = no such curve, though single readings can be large or run the other way; the % refers to the signal ratio; note: potency is the fitted concentration of half-maximal effect; % is set by controls: 0 for no effect and ±100 for the full control effect
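TR-FRET between His-tagged MBNL1 and biotin-(CUG)12 RNA, detected with Tb anti-His antibody (0.055 ng/ul) and streptavidin-XL665 (5 nM), 60 min at room temperature. Compounds titrated 92 nM to 58 uM; 665/545 nm ratio normalized to buffer and complex controls.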
ASM inhibitor: Inhibitors of Secretory Acid Sphingomyelinase (S-ASM): qHTS | placental ASM, HMU-PC fluorogenic substrate, 60 min | Potency, µM (highest dose often 57.5 µM), without a hit: at the top dose activity change, negative = inhibition, actives largely listed as inhibitors | hit rate 0.006% among 340,000; note: potency is the fitted concentration of half-maximal effect
Target sequence (P17405 47-631 limits assumed): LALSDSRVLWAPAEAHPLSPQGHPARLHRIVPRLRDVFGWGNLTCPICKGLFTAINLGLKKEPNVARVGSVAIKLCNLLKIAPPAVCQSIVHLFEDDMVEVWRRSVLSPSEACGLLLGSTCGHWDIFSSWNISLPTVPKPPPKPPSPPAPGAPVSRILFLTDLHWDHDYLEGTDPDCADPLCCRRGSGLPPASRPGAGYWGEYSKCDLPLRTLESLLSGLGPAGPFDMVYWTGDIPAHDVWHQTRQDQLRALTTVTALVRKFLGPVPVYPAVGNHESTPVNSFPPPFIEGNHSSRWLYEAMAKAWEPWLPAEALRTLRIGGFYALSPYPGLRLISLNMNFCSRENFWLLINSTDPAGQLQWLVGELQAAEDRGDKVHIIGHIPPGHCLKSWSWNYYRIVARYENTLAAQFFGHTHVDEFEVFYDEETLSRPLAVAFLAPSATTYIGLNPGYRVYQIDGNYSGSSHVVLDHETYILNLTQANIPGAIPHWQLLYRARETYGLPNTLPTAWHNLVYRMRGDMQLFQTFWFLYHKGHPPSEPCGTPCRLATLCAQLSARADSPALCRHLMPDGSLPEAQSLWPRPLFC
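Fluorogenic HMU-PC substrate (9 uM final) is turned over by placental ASM in 60 min at 37 C after a 10 min compound preincubation. Reaction ended by alkaline stop (pH 10), with fluorescence read at 386/447 nm.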
GALK inh: qHTS Assay for Inhibitors of Human Galactokinase (GALK). Potency, µM (titrated, usually from 57.5 µM), inactives show at the highest dose activity change, negative = inhibition, actives largely listed as inhibitors. hit rate 0.007% among 270,000. AID 1868, 2009. Purified GALK, Kinase-Glo residual ATP luminescence; note: potency is the fitted concentration of half-maximal effect; % is set by controls: 0 for no effect and ±100 for the full control effect
Target sequence (P51570 whole entry, looked up): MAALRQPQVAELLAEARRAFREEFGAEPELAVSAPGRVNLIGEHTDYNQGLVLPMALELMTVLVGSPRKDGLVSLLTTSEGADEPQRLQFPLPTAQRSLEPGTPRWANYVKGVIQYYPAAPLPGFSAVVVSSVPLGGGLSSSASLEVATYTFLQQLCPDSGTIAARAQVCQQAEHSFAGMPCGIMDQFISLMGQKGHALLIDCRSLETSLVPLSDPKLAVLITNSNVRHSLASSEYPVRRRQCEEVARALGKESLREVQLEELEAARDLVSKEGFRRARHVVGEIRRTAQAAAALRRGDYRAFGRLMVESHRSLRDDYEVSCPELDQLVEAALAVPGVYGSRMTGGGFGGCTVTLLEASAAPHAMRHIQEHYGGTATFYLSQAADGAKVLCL
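Kinase-Glo Plus luminescence measured ATP left after a 1 h room-temperature reaction. The reaction used 5 nM GALK, 100 uM galactose and 35 uM ATP at pH 8.0 (20 mM HEPES, 5 mM MgCl2, 60 mM NaCl, 1 mM DTT, 0.01% BSA).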
TRPV1 agonist: HTS Assay for Compounds that Act as Agonists of the Vanilloid Receptor 1; activation, % at 8.33 µM; Transient receptor potential cation channel subfamily V member 1 (Homo sapiens), Q8NER1; TRPV1-expressing cells, Fluo-8 calcium influx, agonist mode; AID 540275, 2011; hit rate 0.19% among 320,000; in the data active = activation above about 80%; inconclusive = between about 30% and that limit; note: 0% is about no effect
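TRPV1-expressing cells were cultured overnight at 35.5C and loaded with Fluo-8 calcium dye for 40 to 90 min at room temperature. After a 10 s baseline, compound was added and calcium influx was read kinetically for 3 min (ex 480/em 520 nm).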
An asterisk follows results filed as active; u = inconclusive; x = not tested or not shown; [ ] = remark or other dose. Unless noted, calls come from the whole dose curve; as a rule, active = well fitted curve in the direction sought with a large enough effect; inconclusive = small, poorly fitted or top-dose-only effect, or another doubt; inactive = no such curve, though single readings can be large; an effect the other way counts as inactive or inconclusive.

SMILES	AT treatment	Integrin act MD	FBPA coupling cs	CXXC DNA block	KCNH2 WT inh	KCNH2 3.1 block	MBNL1 CUG block	ASM inhibitor	GALK inh	TRPV1 agonist
O=[N+]([O-])c1ccc2nc(/C=C/c3ccc(Cl)cc3)[nH]c2c1	-3%	2%	-16	6%	14	6	u	-5%	1%	29
O=C(c1ccccc1Nc1ccc(SC(F)F)cc1)N1CCCCCC1	36%	7%	-5	4%	4	9	-13%	-7%	2%	0
FC(F)(F)c1ccccc1CNCc1ccncc1	0%	-9%	0	-1%	9	-3	3%	3%	2%	1
Cc1cc(C)nc(NS(=O)(=O)c2ccc(NC(=O)c3nn(-c4ccccc4)ccc3=O)cc2)n1	0%	-4%	x	3%	1	-11	3%	2%	-4%	-1
CCC(CC)c1nnc(NC(=O)C2CSC3(C)CCC(=O)N23)s1 (configuration not stated)	3%	12%	x	x	2	7	x	-1%	x	-3
COC(=O)c1c(NC(=O)CC2NCCNC2=O)sc2c1CCCC2 (configuration not stated)	-13%	-18%	2	-1%	-7	6	-2%	1%	0%	0
Cc1ccc(/C=C/C(=O)Nc2ncc(C)s2)o1	-4%	0%	-11	9%	-13	-6	25%	36%	1%	2
Cc1nc2sc3c(c2c(=O)o1)CCC3	8%	6%	-5	12%	6	29	-8%	3%	-1%	-6
CC(C)CCn1c(=O)c2ccccc2n2c(CN3CCOCC3)nnc12	3%	-24%	1	-5%	3	-5	-3%	-3%	0%	4
Cc1nn(C)c(C(=O)N/N=C/c2cc3c(cc2Br)OCO3)c1Br	1%	u	-1	4%	3	13	20%[11.5 µM]	7%	x	9
Cc1noc(C)c1CSCC(=O)Oc1ccc(N(C)S(=O)(=O)c2ccccc2)cc1	0%	0%	x	x	1	0	x	x	x	0
COc1ccccc1NS(=O)(=O)c1ccc2oc(SCc3ccc(F)cc3)nc2c1	x	-1%	3	-1%	15	4	x	-3%	0%	-12
O=C(N/C(=C/c1ccc(F)cc1)C(=O)N1CCCCC1)c1ccco1	-2%	-25%	x	-6%	7	5	-4%	2%	-4%	-1
CCOC(=O)C1(Cc2ccccc2)C(=O)N(CCCN(C)C)c2ccccc21 (configuration not stated)	x	4%	x	x	-8	4	x	7%	x	x
Cc1ccc(-c2nc(CN(C)Cc3cccc4cnccc34)c(C)o2)s1	8%	18%	-4	-2%	-14	-48	9%	0%	4%	20
Nc1nc(NC2CCCCC2)nc(NCCO)c1[N+](=O)[O-]	7%	-38%	1	8%	0	2	8%	-4%	1%	-4
COc1ccc(Nc2nc3ccccc3n2C)cc1	-2%	4%	-1	-4%	-2	-1	0%	12%	1%	-2
O=[N+]([O-])c1cccc(C(=S)N2CCCC2)c1	0%	u	3	-2%	-8	-18	18%	2%	1%	-2
COc1ccc(F)cc1S(=O)(=O)N1CCCC(C)C1 (configuration not stated)	-2%	-7%	-1	-1%	0	19	1%	2%	0%	1
COC(=O)c1ccc(Oc2cc(C)nc(-n3nc(C)cc3C)n2)cc1	1%	-8%	1	-7%	-2	-6	3%	-2%	0%	x
Cc1cc(S(=O)(=O)Nc2nc(CN3CCOCC3)nc3sc4c(c23)CCC4)ccc1F	1%	-26%	x	x	-1	6	x	-2%	x	x
O=[N+]([O-])c1cccc(-c2csc(Nc3ccccc3)n2)c1	-2%	-13%	-4	-3%	2	-9	11%	u	-3%	1
Cc1ccc(C(=O)C2=C(O)C(=O)N(c3ncccn3)C2c2ccccc2F)o1 (configuration not stated)	-4%	u	x	26%	-7	-20	u	1%	-3%	4
COC(=O)c1ccc(COC(=O)c2ccc(CS(=O)(=O)c3ccc(C)cc3)cc2)cc1	x	21%	-1	8%	-3	-12	-5%	-2%	2%	-6
Fc1cccc2sc(N3CCCC3)nc12	1%	9%	-1	2%	-7	9	-9%	-3%	4%	-2
COC(C(=O)Nc1ccnn1C1CCN(C(=O)c2ccc(C)cc2)CC1)c1ccccc1 (configuration not stated)	0%	17%	-2	16%	-31	26	-7%	1%	0%	-2
CCC(=O)NC(=S)Nc1ccc(NC(=O)c2ccc(OC)cc2)cc1	2%	14%	-2	10%	-3	2	u	2%	-2%	7
COc1ccc(-n2c(C)c3c(OC)cccc(=O)c3c2C)cc1	0%	3%	-3	-10%	2	0	16%	4%	-1%	11
CCOC(=O)N1CCN(C(=O)c2ccc3c(c2)N(Cc2ccc(F)cc2)CCS3)CC1	6%	-27%	1	x	-3	-4	11%	69%[activator]	x	u
COc1ccc(S(=O)(=O)CC(=O)Nc2nnc(C(F)(F)F)s2)cc1	2%	-17%	x	23%	-12	-14	3%	1%	-3%	0
Cc1ccc(S(=O)(=O)N2[C@@H](c3ccc(C(C)(C)C)cc3)C(C(=O)O)=CC[C@H]2c2ccc(C(C)C)cc2)cc1	-9%	14%	x	x	0	-2	x	-21%	x	x
CC(OC(=O)c1cccnc1)C(=O)Nc1ccc2c(c1)OCO2 (configuration not stated)	-19%	-16%	-3	-3%	x	3	-1%	-1%	4%	1
COc1ccc(-c2nc3ccc(N4CCN(C)CC4)cc3c(=O)[nH]2)cc1	1%	40%	3	-5%	4	3	0%	62%[activator]	-3%	-3
COCCCNC(=O)Cc1ccccc1OC	-6%	-2%	0	-2%	1	8	-2%	3%	0%	0
O=C(CSc1nnnn1-c1ccc(O)cc1)N1N=C(c2ccc3ccccc3c2)CC1c1ccccc1 (configuration not stated)	-2%	x	2	3%	x	x	-6%	x	8%	-1
COc1ccc(-c2c(C)nn3c(-c4ccccc4)cc(C)nc23)cc1	-4%	14%	0	3%	-2	6	1%	7%	5%	-1
CCN(CC(=O)NCc1ccc(Cl)cc1)C(=O)c1sccc1C	-5%	0%	x	x	-3	0	x	2%	x	x
O=C(CN1C(=O)NC2NC(=O)NC21)NC1CCCCC1 (configuration not stated)	x	9%	x	x	3	-8	x	0%	x	x
CN(C)CCCN(C(=O)c1cccc(N2C(=O)CCC2=O)c1)c1nc2cc3c(cc2s1)OCO3	0%	-12%	2	-2%	9	20	-8%	0%	1%	0
COC(=O)c1cccc(N(C(=O)c2cnccn2)C(C(=O)NCc2ccccc2)c2ccco2)c1 (configuration not stated)	-2%	-15%	1	1%	-8	-4	-1%	-2%	2%	1
O=C(CNC(=O)c1ccc(Cl)cc1Cl)OCc1nc2ccccc2s1	-8%	-7%	1	2%	-1	-9	4%	-3%	0%	8
CC1=C(C(=O)OC(C)(C)C)C(c2ccc3ccccc3c2)NC(=O)N1C (configuration not stated)	5%	-34%[inhibitor]	0	9%	28	-5	5%	-12%	-3%	u
OCc1ccccc1CN1CCCCCC1	x	0%	x	x	2	-9	x	2%	x	x
CCN(CC)C1CCN(C(=O)c2ccc(OC3CCN(Cc4ccccn4)CC3)cc2)C1 (configuration not stated)	-8%	-3%	4	-3%	1	-2	-8%	3%	8%	0
CS(=O)(=O)N(CC(=O)N1CCN(Cc2ccc3c(c2)OCO3)CC1)C1CCCCC1	2%	u	0	-6%	-4	3	9%	3%	1%	1
O=c1c(-c2ccc(Br)cc2)coc2c(CN3CCOCC3)c(O)ccc12	2%	0%	0	-3%	-5	12	3%	9%	1%	9
CC/C=C(/NC(C)=O)c1ccccc1	-18%	3%	x	x	3	12	x	4%	x	0
COc1ccc(-n2nnnc2-c2cn(C)nc2C(F)(F)F)cc1	0%	-11%	1	-4%	3	2	-4%	4%	0%	1
CC(NC(=O)CCCCCNC(=O)N1CCn2c1nc1ccccc12)c1ccccc1 (configuration not stated)	-14%	9%	-3	2%	-5	15	-5%	-4%	12%	2
CC1CCCCN1C(=O)Cn1cc(/C=C2/C(=O)Nc3ccccc32)c2ccccc21 (configuration not stated)	-6%	x	x	-1%	x	x	u	x	-3%	-5
